OXTR potentiator – potentiators of human oxytocin receptor. P30559. CHO-OTR cells, Fluo-8 calcium fluorescence, potentiator mode; 0% = oxytocin EC15, 100% = EC100. activation, % at 3 µM. hit rate 0.061% among 320,000. AID 2445;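 active = activation above that plate's cutoff, the mean activation of tested compounds plus 3 SD, cut at about 6.6% in these data, passing the limit was not always enough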;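 also: 100% uses oxytocin at 75 nM as the full agonist control; some results filed as inactive read as strong as hits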
Target sequence (P30559 whole entry, looked up): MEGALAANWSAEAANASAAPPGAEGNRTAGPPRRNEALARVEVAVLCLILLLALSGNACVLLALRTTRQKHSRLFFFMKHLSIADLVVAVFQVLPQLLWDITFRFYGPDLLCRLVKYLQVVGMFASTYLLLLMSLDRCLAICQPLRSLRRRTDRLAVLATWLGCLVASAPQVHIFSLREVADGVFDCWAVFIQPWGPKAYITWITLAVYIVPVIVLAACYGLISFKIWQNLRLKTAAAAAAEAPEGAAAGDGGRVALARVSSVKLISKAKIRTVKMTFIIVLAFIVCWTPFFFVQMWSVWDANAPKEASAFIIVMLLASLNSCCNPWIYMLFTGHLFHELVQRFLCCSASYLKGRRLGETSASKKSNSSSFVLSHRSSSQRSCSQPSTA
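Assay system: CHO cell line stably expressing human OTR | Also added: Oxytocin at about EC15, sub-maximal agonist stimulus | Times: Compound 6 min at room temperature before oxytocin, 100 s read | Measured by: Fluo-8 intracellular calcium fluorescence, ex 470-495, em 515-575 nm | Controls: EC15 oxytocin alone as 0%, 75 nM oxytocin as 100%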
M1 antag – human CHRM1 antagonism; CHO-K1 hM1, Fluo-8 calcium fluorescence, ACh EC80 antagonist; inhibition, % at 3 µM; hit rate 1.3% among 360,000;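 active = percent inhibition above its own plate's cutoff, namely the mean of that plate's compound wells plus 3 SD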;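 also: peak over basal fluorescence ratio during 140 s after agonist addition; 0% = ACh EC80 plus DMSO and 100% = DMSO alone without agonist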
Target sequence (P11229 whole entry, looked up): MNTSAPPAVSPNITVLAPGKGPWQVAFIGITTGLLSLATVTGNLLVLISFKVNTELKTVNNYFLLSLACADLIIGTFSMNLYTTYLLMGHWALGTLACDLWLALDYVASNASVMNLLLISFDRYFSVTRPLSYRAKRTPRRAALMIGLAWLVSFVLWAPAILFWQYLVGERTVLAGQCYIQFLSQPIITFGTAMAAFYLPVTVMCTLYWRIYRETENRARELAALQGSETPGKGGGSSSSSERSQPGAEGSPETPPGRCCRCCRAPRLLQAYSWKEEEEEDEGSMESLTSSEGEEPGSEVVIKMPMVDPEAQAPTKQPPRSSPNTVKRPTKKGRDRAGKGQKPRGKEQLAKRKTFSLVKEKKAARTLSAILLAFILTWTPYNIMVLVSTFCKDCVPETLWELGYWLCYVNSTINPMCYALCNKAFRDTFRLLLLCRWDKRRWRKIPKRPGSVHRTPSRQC
TAAR1 ag – human TAAR1 agonism; Q96RJ0; CHO RD-HGA16 TAAR1, Fluo-8 calcium fluorescence; vehicle wells 0%, saturating PEA agonist 100%; activation, % at 3 µM; hit rate 0.99% among 360,000; AID 624467;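 active = activation above the mean activation of all test compounds in the run plus 3 SD, cut at about 38% in these data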
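Assay system: CHO-derived RD-HGA16 cells with stable Gα16 and human TAAR1; timing: 17-24 h seeding, 75 min 37 °C dye, 30 min RT; read-out: % activation from peak over basal fluorescence ratio, DMSO-to-PEA scaled; measured by: kinetic Fluo-8 calcium fluorescence; benchmarks: low control DMSO, high control PEA (EC100); doses: 3 µM single concentration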
CHO parental Ca – counter-screen: ATP calcium response change in parental CHO cells | parental CHO-K1, ATP-induced calcium, Fluo-8 fluorescence | inhibition, % at 5.6 µM | hit rate 0.63% among 330,000;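 active = inhibition above that plate's mean sample inhibition plus 3 SD, cut at about 26% in these data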;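 also: 0% = ATP-challenged DMSO wells and 100% = DMSO wells without ATP; some compounds past the cut are filed as inactive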
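material = parental CHO cells | also added = ATP as calcium-mobilizing challenge | dosing = single point at 5.6 µM | detection = intracellular calcium via Fluo-8 no-wash fluorescent dye | read-out = % inhibition | benchmarks = low control ATP plus DMSO, high control DMSO only | repeats = one well per compound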
TAAR1 antagonist – human TAAR1 antagonism; inhibition, % at 3 µM; hit rate 1.5% among 360,000; Q96RJ0; CHO RD-HGA16 TAAR1, Fluo-8 calcium fluorescence, antagonist; AID 624466;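 active = inhibition above a per-plate cutoff, the mean inhibition of test compounds on that plate plus 3 SD, cut at about 49% in these data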;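 also: 0% = DMSO plus EC80 beta-PEA response and 100% = DMSO alone without agonist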
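Test system: CHO RD-HGA16 cells bearing hTAAR1 | Reagent: β-PEA, EC80 | Compound dosing: 3 µM, single point | Schedule: Dye loading 75 min at 37 °C, then 30 min room temperature | Signal: Calcium fluorescence with Fluo-8 | Evaluation: Percent inhibition of PEA-evoked calcium signal, max/basal emission ratio | Control set: DMSO-only wells and EC80 β-PEA-stimulated wells | Repeats: Singlicate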
M1 PAM – positive allosteric modulators of human M1 muscarinic receptor; P11229; CHO-K1 hM1, Fluo-8 calcium fluorescence, ACh EC20; 0% = ACh EC20, 100% = maximal ACh; activation, % at 3 µM; hit rate 0.088% among 360,000; in the data active = activation above about 19%, passing the limit was not always enough
OXTR agonist – human OXTR agonism; P30559; CHO-OTR cells, Fluo-8 calcium fluorescence; normalized: DMSO 0%, oxytocin 100%; activation, % at 3 µM; hit rate 0.32% among 320,000;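 active = activation above the mean of all tested compounds plus 3 SD, cutoff set per screening run, cut at about 20% in these data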;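 also: peak over basal fluorescence ratio from a 100 s FLIPR kinetic read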
M1 ag – agonists of human M1 muscarinic receptor. P11229. AID 588814. CHO-K1 hM1, Fluo-8 calcium fluorescence, agonist mode; 0% DMSO, 100% acetylcholine EC100. hit rate 0.33% among 360,000. activation, % at 3 µM;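 active = activation above the run's mean compound activation plus 3 SD, cut at about 16% in these data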;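 also: peak over basal fluorescence ratio within a 140 s kinetic read after compound addition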
V1R ag counter – activates human V1a receptor in oxytocin agonist counter-screen. P37288. hit rate 0.25% among 320,000. AID 2797. activation, % at 3 µM. CHO-V1R cells, Fluo-8 calcium fluorescence, agonist mode; 0% DMSO, 100% 3 nM vasopressin;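 active = activation above the mean activation of all tested compounds plus 3 SD, per screening run, cut at about 20% in these data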;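 also: signal is peak over basal fluorescence ratio across a 100 second FLIPR read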
* = called active by the depositor; x = no result given.

Value order: OXTR potentiator	M1 PAM	M1 antag	TAAR1 ag	TAAR1 antagonist	V1R ag counter	M1 ag	OXTR agonist	CHO parental Ca
Cc1cc(OCC(=O)Nc2cccnc2)c2c(C)cc(=O)oc2c1
→ 5	2	-5	2	-9	0.8	-4	-0.4	-15
COc1cccc(CNC(=O)C2CCCN(S(=O)(=O)c3c(C)n[nH]c3C)C2)c1 (stereo not drawn)
→ 2	-4	9	16	3	0.2	-5	-0.2	-6
CCOc1ccc(C(=O)NCC(=O)N2CCN(C/C=C/c3ccccc3)CC2)cc1OCC
→ 1	-14	30*	4	-8	-1.5	27*	-0.6	-13
O=C(c1ccccc1)C(C(=O)N1CCc2ccccc2C1)n1ccccc1=O (stereo not drawn)
→ 6	3	-2	7	-16	0.0	-5	0.1	-15
CCOc1nc(-c2ccc(C)cc2)ccc1-c1noc(COC)n1
→ -3	8	-7	-2	-22	-0.6	-5	-0.4	-16
CCOC(=O)Cc1cc(-c2ccccc2)nc2ccc3ccccc3c12
→ -9	0	-29	4	20	3.0	-3	0.0	-30
CCN(CC)c1ccc(S(=O)(=O)N2CCOCC2)cc1NC(=O)CSc1nncn1C
→ -6	3	-1	6	6	0.2	-5	1.0	-10
Cn1c(=O)c2nc(NCc3ccccc3)cnc2n(C)c1=O
→ 3	3	-5	-1	-7	-0.7	-1	0.4	-2
COc1ccc(C(=O)Nc2ccc(Cl)c(S(=O)(=O)N3CCOCC3)c2)cc1
→ -10	-15	8	21	61*	9.8	6	8.4	15
O=C1C=C(O)c2cccc(O)c2C1=O
→ 3	7	-7	-1	-14	0.2	-3	0.2	-8

Entries listed so far printed as active in M1 ag:
canonical_smiles	OXTR potentiator	M1 PAM	M1 antag	TAAR1 antagonist	M1 ag
CCOc1ccc(C(=O)NCC(=O)N2CCN(C/C=C/c3ccccc3)CC2)cc1OCC	1	-14	30*	-8	27*

More structures.
Value order: OXTR potentiator	M1 PAM	M1 antag	TAAR1 ag	TAAR1 antagonist	V1R ag counter	M1 ag	OXTR agonist	CHO parental Ca
Cc1sc(NC(=O)C2CCCCC2)c(C#N)c1-c1ccccc1
→ -10	1	-26	3	-5	-0.3	1	-1.6	-13
O=C1CN(C(=O)NCCC(=O)NC2CCCCC2)c2ccccc2N1
→ -2	5	-11	1	-7	0.4	-3	1.0	-7
Cc1cc([N+](=O)[O-])nn1Cc1ccc(C(=O)N/N=C/c2ccccc2)cc1
→ -2	-1	-1	0	8	0.5	-6	0.6	-7
Nc1nc(Cl)nc2c1ncn2C1OCC(O)C(O)C1O (stereo not drawn)
→ x	3	-7	0	-2	x	-2	x	x
Cc1cc(C)n(C(=O)CNC(=O)/C=C/c2ccccc2)n1
→ -16	-7	10	8	4	0.1	-4	-0.9	-4
O=C(NCCCNC(=O)c1c(Cl)cccc1Cl)c1c(Cl)cccc1Cl
→ 6	5	-19	3	-11	2.0	-2	0.1	-6
O=C(Nc1ccc(CN2CCOCC2)cc1)c1cc(Br)ccc1Cl
→ x	4	-17	4	-10	x	-5	x	x
CCN(CC)C(=O)CSc1nc2c(sc(=S)n2CC)c(=O)n1-c1ccccc1
→ 1	1	-10	5	23	0.7	-6	-0.9	-22
O=C(NCc1ccccc1)C(=O)NCC1OCCN1S(=O)(=O)c1cccs1 (stereo not drawn)
→ -7	14	-16	2	-3	0.2	1	-0.4	8
COc1cccc(C(=O)NCCS(=O)(=O)N2CCN(c3ccccc3)CC2)c1OC
→ x	5	3	0	5	x	10	x	x

Sorted by value in TAAR1 antagonist (highest first): three of the compounds above.
smiles	OXTR potentiator	M1 PAM	M1 antag	TAAR1 antagonist	M1 ag
CCN(CC)C(=O)CSc1nc2c(sc(=S)n2CC)c(=O)n1-c1ccccc1	1	1	-10	23	-6
CCN(CC)c1ccc(S(=O)(=O)N2CCOCC2)cc1NC(=O)CSc1nncn1C	-6	3	-1	6	-5
COc1cccc(C(=O)NCCS(=O)(=O)N2CCN(c3ccccc3)CC2)c1OC	x	5	3	5	10

Returning to the listing; the 2 compounds before the break are reprinted first.
Value order: OXTR potentiator	M1 PAM	M1 antag	TAAR1 ag	TAAR1 antagonist	V1R ag counter	M1 ag	OXTR agonist	CHO parental Ca
O=C(NCc1ccccc1)C(=O)NCC1OCCN1S(=O)(=O)c1cccs1 (stereo not drawn)
→ -7	14	-16	2	-3	0.2	1	-0.4	8
COc1cccc(C(=O)NCCS(=O)(=O)N2CCN(c3ccccc3)CC2)c1OC
→ x	5	3	0	5	x	10	x	x
COc1ccc(OC)c(C2C(C(C)=O)=C(O)C(=O)N2c2ccc(F)cc2)c1 (stereo not drawn)
→ -16	6	3	0	-4	0.9	0	-0.3	-12
COc1ccc(NC(=O)c2ccc([N+](=O)[O-])s2)c([N+](=O)[O-])c1
→ -10	2	6	8	-2	0.2	-3	-1.0	3
Cc1cccc(N=Nc2c(O)[nH]c3ccc(F)cc23)c1
→ -12	8	-4	9	6	0.8	-3	1.1	-5
CCOC(=O)c1sc2nc(N3CCOCC3)c3c(c2c1N)CCC3
→ -10	4	-5	11	-18	-1.2	-4	-2.7	-20
O=C(CCCn1c(=S)[nH]c2ccsc2c1=O)Nc1ccc2c(c1)OCCO2
→ -7	3	-4	3	-17	-1.0	-4	-0.6	-5
CCOC(=O)c1c(NC(=O)C2C3C=CC(C3)C2C(=O)O)sc2c1CC(C)CC2 (stereo not drawn)
→ -3	8	0	15	-27	0.6	-9	-0.1	-15
Cc1nc2ccccc2nc1CN1CCC(CO)(CC2CCCCO2)CC1 (stereo not drawn)
→ -13	9	-10	5	5	-0.8	-7	-1.4	-14
CSCCC(NC(=O)c1cccc([N+](=O)[O-])c1)C(=O)O (stereo not drawn)
→ -8	2	-5	2	-16	0.6	-6	-0.5	-9
O=C(Cc1ccccc1)Nc1ccc(NC(=O)c2cccc(Cl)c2)cc1
→ -7	5	-7	2	-13	-0.2	-5	-0.8	0
COc1ccccc1[C@@H]1C(c2cccc(Cl)c2)=NN(c2ccccc2)[C@H]1C(=O)N1CCOC1=O
→ 0	-14	28	x	x	1.2	-5	0.3	-16
COC(=O)c1c(NC(=O)CN2CCC3(O)CCCCC3C2c2cc(OC)ccc2OC)sc(C)c1C (stereo not drawn)
→ -7	1	-6	0	-24	0.9	-7	-1.6	-35
COc1ccccc1CNC(=O)c1cc(-c2cccnc2)nc2ccccc12
→ -4	-4	19	15	74*	-0.3	2	-0.1	-15
Cc1ccccc1-n1c(SCC(=O)N2CCN(c3ccccc3)CC2)nnc1-c1ccncc1
→ -4	9	-7	11	-4	0.1	-6	-0.6	-5
CCN(C(=O)Cn1cnc2c1c(=O)n(C)c(=O)n2C)C1CCS(=O)(=O)C1 (stereo not drawn)
→ -5	-2	7	6	14	0.6	-3	0.4	-6
O=C(O)c1ccc(NS(=O)(=O)c2cccc(C(=O)Nc3cccc(C(=O)O)c3)c2)cc1
→ -14	8	-9	0	-19	0.9	2	0.7	-10
COc1ccc(N2CCN(C(=O)c3ccc4c(c3)CCN4S(C)(=O)=O)CC2)cc1
→ x	14	-23	-2	-4	x	-1	x	x
CC(C(=O)N1CCN(C)CC1)N1C(=O)c2ccccc2C1=O (stereo not drawn)
→ -7	10	-12	11	12	0.4	-6	0.6	-6
N=c1c(S(=O)(=O)c2ccccc2)cc2c(=O)n3ccccc3nc2n1Cc1ccco1
→ -14	4	-29	1	18	-0.1	-6	-2.0	-1
CCCCC(CCC(=O)Nc1ccccc1C(=O)OCC)C(=O)O (stereo not drawn)
→ 4	4	-5	5	-12	0.7	-4	-0.5	-8
O=C(NC1CCCCC1)c1cc(C2CC2)on1
→ -4	1	3	-3	-3	-0.3	-4	-1.9	-7
O=[N+]([O-])c1cccc2ccc(/C=C/c3ccc(F)cc3)nc12
→ -6	-1	-4	4	18	-0.7	-7	-1.9	4
CC(=O)N1CN(S(=O)(=O)c2ccc(C)cc2)CC1C (stereo not drawn)
→ 1	-6	11	0	-16	0.2	-3	0.4	0
C=CC[C@H](CC(=O)N(CCO)Cc1ccccc1)C(=O)N[C@H](COC(=O)[C@@H](CC=C)CC(=O)OC(C)(C)C)Cc1c[nH]c2ccccc12
→ -8	-7	21	15	67*	1.0	-2	-0.4	-11
c1cnc(NCCNc2ncccn2)nc1
→ -1	7	-3	6	0	-0.5	-3	0.6	-5
Cc1ccc(Cl)cc1-c1cc(C(=O)NCC2CCCCC2)[nH]n1
→ x	-6	-5	1	-2	x	0	x	x
CC(C)CCN1CCN(Cc2ccc(C#CCCO)cc2)CC1CCO (stereo not drawn)
→ -2	0	0	9	-3	-0.2	-13	0.1	-4
COc1cccc(NC(=O)CN(C)C(=O)/C=C/c2cn(-c3ccccc3)nc2-c2ccc(C)cc2)c1
→ -2	5	-1	1	5	3.2	-2	2.7	-14
CCOC(=O)Cc1csc(NC(=O)c2cccc(OC)c2)n1
→ -9	4	-3	8	5	-0.1	-4	-0.9	-22
Cc1ccc(CCNC(=O)CCCn2nc(C)c3c(C)n(-c4ccc(C)cc4)nc3c2=O)cc1
→ -7	-3	-12	-3	-37	2.3	-5	0.0	-26
COc1ccccc1N1CCN(C(c2ccc(F)cc2)c2nnnn2C(C)C)CC1 (stereo not drawn)
→ x	-1	1	1	0	x	-4	x	x
CN(C)C(=O)COc1ccc2c(-c3ccccc3)cc(=O)oc2c1
→ x	5	-13	3	-8	x	-2	x	x

Screens (PubChem BioAssay)
